High-throughput results (PubChem)
ABCB6 inh MLPCN – human ABCB6 transporter inhibition; Q9NP58; K562-ABCB6 porphyrin accumulation, flow cytometry, 1 h; active compounds read low; fluorescence ratio to DMSO, % at 10 µM; hit rate 0.19% among 360,000;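 active = fluorescence ratio to DMSO below 75%, the collection mean minus 3 SD; inconclusive = too few cells collected in the well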;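 note: signal is porphyrin accumulated inside mitochondria; 100% equals median channel fluorescence of DMSO control wells; lower ratio means ABCB6 inhibition with less porphyrin fluorescence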
Target sequence (Q9NP58 whole entry, looked up): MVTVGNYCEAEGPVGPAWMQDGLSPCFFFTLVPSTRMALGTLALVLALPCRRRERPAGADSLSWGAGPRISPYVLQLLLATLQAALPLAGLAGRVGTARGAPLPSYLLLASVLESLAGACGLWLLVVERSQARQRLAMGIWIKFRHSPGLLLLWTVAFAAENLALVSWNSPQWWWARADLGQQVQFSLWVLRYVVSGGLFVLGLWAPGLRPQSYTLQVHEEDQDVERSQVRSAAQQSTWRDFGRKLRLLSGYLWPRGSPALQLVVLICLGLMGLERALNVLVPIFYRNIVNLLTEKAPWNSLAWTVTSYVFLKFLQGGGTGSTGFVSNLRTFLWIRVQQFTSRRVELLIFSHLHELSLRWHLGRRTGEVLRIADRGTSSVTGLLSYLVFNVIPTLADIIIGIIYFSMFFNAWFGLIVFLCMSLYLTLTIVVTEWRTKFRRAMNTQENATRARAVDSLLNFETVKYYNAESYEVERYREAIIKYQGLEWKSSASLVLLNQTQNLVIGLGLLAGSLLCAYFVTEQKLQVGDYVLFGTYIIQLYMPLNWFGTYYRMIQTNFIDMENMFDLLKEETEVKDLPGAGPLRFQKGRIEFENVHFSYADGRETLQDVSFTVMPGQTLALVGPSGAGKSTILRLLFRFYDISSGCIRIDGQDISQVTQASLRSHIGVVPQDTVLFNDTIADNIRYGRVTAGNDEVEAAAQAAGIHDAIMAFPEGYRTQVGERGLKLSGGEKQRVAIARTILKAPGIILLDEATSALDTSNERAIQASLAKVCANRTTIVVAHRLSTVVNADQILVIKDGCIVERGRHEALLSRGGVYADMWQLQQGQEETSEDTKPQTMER
H9c2 protect – modulators protecting cardiomyocytes from myocardial damage. AID 588492. hit rate 0.63% among 360,000. protection from H2O2 cell death, % at 20 µM. H9c2 cardiomyocytes, H2O2 injury protection, ATPLite, 2 h;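 active = compounds giving at least 50% protection of heart cells from peroxide-induced death in the single-dose screen, raw or plate-pattern-corrected value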;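 note: 0% = DMSO wells with peroxide and 100% = DMSO wells without peroxide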
Vif inh – blocks HIV Vif function; inhibition, % at 7.49 µM; HEK293T cells, Vif self-association by quenched fluorescence, imaging, 24 h; AID 602346; hit rate 0.35% among 340,000; in the data active = inhibition above about 50%, passing the limit was not always enough; inconclusive = no clear call, values can overlap the other calls; inactive = below about 31%; note: some results filed as inactive read as strong as hits
aDG glyco up – alpha-DG glycosylation activation; Pro5-aDG cells, alpha-DG glycosylation AlphaScreen (IIH6); 0% Pro5, 100% B10-LARGE cell signal; hit rate 0.22% among 360,000; activation, % at 10 µM;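 active = activation of at least 8% versus controls, or a plate z-score of at least 8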;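 note: Pro5 are CHO cells carrying HIG-tagged alpha-DG that lacks glycosylation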
MC4R barr agon – agonists of human melanocortin 4 receptor (MC4R) beta-arrestin; activation, % at 8.9 µM; AID 540308; U2OS MC4R beta-arrestin complementation, luminescence; percent of melanotan II response, DMSO zero; hit rate 0.98% among 360,000;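 active = activation above a per-plate cutoff, the mean activation of sample wells on that plate plus 3 SD, cut at about 8% in these data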
MC4R antagonist – blocks human MC4R cAMP signaling. P32245. inhibition, % at 6.5 µM. hit rate 0.48% among 360,000. MC4R-expressing cells, MTII-stimulated cAMP, LANCE TR-FRET;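 active = inhibition above its plate's cutoff, the mean of tested wells on that plate plus 3 SD, cut at about 29% in these data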;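 note: 0% = Melanotan II alone and 100% = Melanotan II plus saturating MCL0020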
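System – human MC4R-expressing U2OS cells · Also added – Melanotan II · Dosing – one concentration, 6.5 µM nominal · Timing – 30-min compound, 1-h challenge, 1-h detection, room temperature · Measured by – Eu-cAMP/anti-cAMP TR-FRET, emission 671 nm · Replicates – singlicate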
Glyco luc inh – N-linked glycosylation inhibition | D54 ERlucT glycosylation luciferase reporter, 24 h; percent of 100 nM tunicamycin response | reporter increase, % at 12.5 µM | hit rate 0.23% among 360,000;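 active = mean luciferase reporter signal, scaled so untreated is 0 and the glycosylation-blocking control 100, at or above a set limit in every replicate; inconclusive = mean reaches the limit but not every replicate does; inactive = mean below the limit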;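 note: luciferase carries N-glycosylation sites so blocking glycosylation raises the light; 0% = median of neutral control wells and 100% = median of 100 nM tunicamycin wells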
CaV13 FRET inh – Primary screen for inhibitors of IQ motif and Ca2+-dependent inactivation inhibitor domain binding in CACNA1D, Förster resonance energy transfer in living cells, …; HEK cells, CFP/YFP FRET ICDI-IQ, plate reader, 10 min; percent FRET-ratio fall versus neutral wells; inhibition, % at 12.3 µM; hit rate 0.098% among 340,000;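 active = mean replicate inhibition of at least 30% and at least 1% of replicates passing that level; inconclusive = only one of the two criteria is met; inactive = neither criterion is met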;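 note: 0% = median of the neutral control wells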
m5-HT2A agonist – agonists of mouse serotonin 5-HT2A receptor (HTR2A); CHO-K1 mHTR2A beta-arrestin complementation, luminescence; percent of 30 µM serotonin response; AID 624169; hit rate 0.66% among 360,000; activation, % at 7.6 µM;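 active = activation above a run cutoff, the mean activation of all tested compounds plus 3 SD, cut at about 14% in these data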;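 note: 0% = plate median of compound wells and 100% = 30 µM serotonin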
PDI turbidity – blocks human protein disulfide isomerase activity. P07237. inhibition, % at 10 µM. hit rate 0.052% among 350,000. AID 588391. PDI insulin aggregation turbidity, A650, 90 min;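 active = mean inhibition across replicates of 30% or more, whatever share of single replicates reach that level; inconclusive = mean inhibition below 30% while every single replicate reaches 30%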;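 note: absorbance from insulin aggregation driven by PDI reduction with DTT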
* marks the source's active call; other numbers are inactive results; ? = inconclusive; . = not tested or not shown.

Order of values – ABCB6 inh MLPCN	H9c2 protect	Vif inh	aDG glyco up	MC4R barr agon	MC4R antagonist	Glyco luc inh	CaV13 FRET inh	m5-HT2A agonist	PDI turbidity
1. Cc1sc2nc(SCC(=O)OC(C)C)n(C)c(=O)c2c1C
 : 95	-3	-16	1.0	2.7	7	0	-5	1	-4
2. CSc1ccc2[nH]c(=O)cc(C)c2c1
 : 94	9	23	-0.1	-1.9	2	4	-5	1	-3
3. CCCOc1ccc(NC(=O)c2c(-c3ccccc3)noc2C)cc1
 : 101	6	28	0.1	2.0	5	0	36*	11	-1
4. CC(=O)NNC(=O)c1[nH]c2ccc(Br)cc2c1-c1ccccc1
 : 100	5	-17	0.2	-1.9	17	3	-1	-2	8
5. O=C(c1noc2c1CCCC2)N1CCN(c2ccc(F)cc2)CC1
 : 97	-2	-3	0.1	-2.5	2	-1	-6	-3	-2
6. CN1CCN(c2nc3c(c(=O)[nH]c(=O)n3C)n2Cc2cccc3ccccc23)CC1
 : 92	6	18	-0.4	-2.8	1	1	-4	-3	-3
7. COc1nc2ccc(C)cc2cc1-c1noc(-c2ccccc2)n1
 : 97	-5	-15	0.2	5.2	1	-1	-5	-1	1
8. O=C(/C=C/c1ccccc1)Nc1cccnc1Oc1ccccc1F
 : 93	-5	-13	0.0	0.5	-10	-2	-13	1	-1
9. COc1ccc(NC(=O)C2Cc3c(-c4cccc(NC(C)=O)c4)ccnc3O2)cn1 (stereo not drawn)
 : 93	12	13	-0.2	-1.6	-18	21	-6	-4	1
10. O=C(/C=C1\NCC2c3ccccc3CCN2C1=O)c1ccccc1 (stereo not drawn)
 : 89	10	0	-0.1	0.4	3	0	-6	2	21
11. CC(=O)c1c(C)oc2ccc(N(C(C)=O)S(=O)(=O)c3ccc(Cl)c([N+](=O)[O-])c3)cc12
 : 98	-25	0	0.4	-5.7	-40	1	0	0	3
12. Cc1cccc(C)c1NC(=S)N1CCC(N(C)CC2CCCO2)CC1 (stereo not drawn)
 : 100	-1	8	-0.2	-2.2	1	2	-5	-3	0
13. CCCCSc1nnc(-c2ccccc2)c2ccccc12
 : 99	-7	.	-0.1	-1.9	-2	-4	-5	2	-12
14. CCOC(=O)C(=CNc1ccc(-c2ccco2)c(Cl)c1)C(=O)OCC
 : 98	0	-20	0.2	0.9	1	2	-21	11	2
15. O=c1c2c3c(sc2ncn1-n1cccc1)CCCCC3
 : 93	-7	3	0.0	-3.3	6	0	-4	-4	4
16. O=C(NCc1ccccc1)C(=O)NCC1OCCN1C(=O)c1ccc(Cl)cc1 (stereo not drawn)
 : 104	0	-3	-0.3	-2.0	3	1	3	-1	-9
17. Cc1ccc(CSC(Nc2ccc(F)cc2)=C(C#N)C#N)cc1
 : 96	-15	-26	1.2	-0.7	3	-3	-2	-3	0
18. COc1ccccc1N1CCN(C(=O)C2c3ccccc3Oc3ccccc32)CC1
 : 105	14	-11	-0.3	1.9	-24	13	0	4	-2
19. COc1ccc(-c2cc(-c3cccs3)c(C#N)c(SCC(=O)NCc3ccccc3)n2)cc1
 : 94	-2	3	-0.1	-2.2	-1	3	.	2	5
20. CCCc1cc(=O)[nH]c(SCC(=O)Nc2ccccc2C#N)n1
 : 105	-4	-6	-0.2	1.0	3	3	-5	-2	6
21. CS(=O)(=O)c1ccc(Cl)c(NC(=O)COC(=O)CCc2c[nH]c3ccccc23)c1
 : 101	2	-4	0.2	2.8	1	-1	-5	4	10
22. O=C(COC(=O)CCNS(=O)(=O)c1ccc2c(c1)OCCO2)NC1CCCc2ccccc21 (stereo not drawn)
 : 98	0	-7	0.0	0.2	18	3	-9	6	-1
23. O=C(N/N=C/C=C/c1ccccc1)C1CC1(c1ccccc1)c1ccccc1 (stereo not drawn)
 : 100	-2	22	-0.1	3.1	17	0	.	-1	0
24. O=C(COc1ccccc1Br)Nc1ccc(S(=O)(=O)N2CCCC2)cc1
 : 93	1	-10	0.1	-2.0	6	-2	-4	-1	-5
25. O=C(CN1CCN(C2CCS(=O)(=O)C2)CC1)N1N=C(c2ccc(Cl)cc2)CC1c1ccco1 (stereo not drawn)
 : 97	-9	-3	0.5	0.2	-4	2	-6	-4	-1
26. Cc1ccc(S(=O)(=O)Nc2ccc3ccccc3n2)cc1
 : 101	-8	2	-0.1	-1.4	3	-1	-6	0	4
27. COc1ccc(-c2nn(-c3ccccc3)cc2CNC[C@H]2O[C@@H](n3cnc4c(N)ncnc43)[C@H](O)[C@@H]2O)cc1
 : 96	17	14	0.0	-2.0	-3	0	-9	-9	11
28. COc1ccc(-c2csc(Nc3ccc(S(=O)(=O)Nc4cc(OC)nc(OC)n4)cc3)n2)cc1
 : 100	-9	-7	0.3	-1.6	6	1	-6	0	9
29. COCCCNC(=O)C1CC(=O)N(CCc2ccccc2)C1 (stereo not drawn)
 : 100	4	2	-0.2	-2.7	-4	-2	-3	1	0
30. CCc1ccc(C(=O)Nc2ccc(S(=O)(=O)Nc3nc(C)cc(C)n3)cc2)o1
 : 95	1	-4	0.4	0.7	-5	-2	-7	9	11
31. Cc1nc(-c2nc(-c3c(C(=O)NNC(=O)c4ccc(Cl)cc4)noc3C)cs2)cs1
 : 96	35	-3	0.2	-3.4	13	6	-5	1	-1
32. CCOc1ccc(NS(=O)(=O)c2ccc(C(=O)N3CCCC(C)C3)cc2)cc1 (stereo not drawn)
 : 92	-24	-11	1.5	-3.5	8	-1	-5	11	-2
33. CCc1nc2c(OCc3ccccc3)cccn2c1N(C)C(=O)c1ccc(OC)cc1
 : 98	-6	2	0.1	-0.8	-2	-1	-6	3	2
34. Cc1cccc(C(=O)NC(=S)Nc2ccc3[nH]c(=O)[nH]c3c2)c1
 : 103	1	17	-0.2	-3.8	2	-1	-5	-4	2
35. CN(c1ccc(C(=O)Nc2ccc(Cl)cn2)cc1)S(=O)(=O)c1ccccc1
 : 95	-19	-32	-0.3	-2.2	-3	-4	2	-1	4
36. CCOc1ccc(C)cc1-n1nc2ccccc2n1
 : 96	-2	-9	2.1	2.8	1	-1	-4	0	0
37. CCOc1ccccc1-c1nc(C(N)=O)c2[nH]c(=O)n(-c3ccccc3)c2n1
 : 85	5	12	0.1	1.8	-5	-1	.	8	-8
38. CCOC(=O)c1cnc(SCCc2ccccc2)nc1N
 : 88	-16	?	0.2	3.0	7	-8	-5	-2	-3
39. CC1(C)CC(=O)c2cn3ncnc3nc2C1
 : 98	5	.	0.0	1.7	6	2	-7	1	0
40. Cc1ccc(CC(=O)Nc2nccs2)cc1C
 : 99	2	-7	0.1	1.8	14	-1	-5	3	2
41. CC1CCC(N(C(=O)c2csnn2)C(C(=O)NC(C)(C)C)c2cccnc2)CC1 (stereo not drawn)
 : 97	1	7	0.1	-3.8	-4	2	-6	13	1
42. CCCn1c(SCC(=O)NC2CCCC2)nnc1C(C)C
 : 101	2	-6	0.0	-0.2	8	0	-3	5	2
43. O=C(c1ccco1)N1CCN(C2CN(Cc3ccc([N+](=O)[O-])cc3)S(=O)(=O)C2)CC1 (stereo not drawn)
 : 110	-4	?	0.0	-0.5	0	1	-4	0	9
44. CCOC(=O)c1ccc(N2C(=O)c3n[nH]c(C)c3C2c2ccc(O)cc2)cc1 (stereo not drawn)
 : 102	-4	4	0.2	-2.3	13	-1	-3	1	5
45. CCN1CCN(C(=S)c2ccc([N+](=O)[O-])cc2)CC1
 : 99	4	5	-0.2	-0.6	4	6	-3	-1	2
46. Cc1cccc(-n2c(O)c(C=Nc3ccccc3-c3n[nH]c(=S)[nH]c3=O)c3ccccc3c2=O)n1
 : 105	8	1	-0.1	1.6	-5	1	6	-1	-1
47. CCOC(=O)c1c(C)[nH]c(C(=O)COC(=O)[C@H](C)N2C(=O)C3CCCCC3C2=O)c1C (stereo partly drawn)
 : 96	47	1	0.0	0.7	11	-7	-9	0	-4
48. COc1ccc(-c2noc(CN3CCN(C(=O)c4cccs4)CC3)n2)c(OC)c1OC
 : 97	0	0	0.4	-0.6	-4	1	-2	2	-8
49. Cc1cc(=O)oc2cc(OCC(=O)N3CCN(c4ccc(F)cc4)CC3)ccc12
 : 101	8	-4	-0.4	-2.7	11	-1	-3	-7	0
50. COc1ccc(OC)c(NC(=S)NCc2ccc(S(N)(=O)=O)cc2)c1
 : 94	0	-8	-0.4	-0.1	19	0	-6	-1	-11
51. Cn1cnnc1SCC(=O)Nc1ccc2nc(SCc3cccc4ccccc34)sc2c1
 : 98	-16	.	0.0	9.6*	10	-2	1	2	7
52. O=C(COC(=O)Cc1c(F)cccc1Cl)NCc1ccc2c(c1)OCO2
 : 95	1	8	0.1	-1.5	13	2	-6	2	9
53. CCOC(=O)/C(C#N)=C/c1cn(CCC(=O)O)nc1-c1ccc(Cl)cc1
 : 93	-2	-5	-0.1	0.5	3	2	-2	-2	-3
54. CCc1ccc(NC(=S)N2CCC(NC(=O)C3CCCCC3)CC2)cc1
 : 99	-5	8	-0.3	0.8	17	0	-4	6	8
55. O=C1COc2ccc(C(=O)CSc3nnnn3-c3ccccc3)cc2N1
 : 99	0	-4	0.0	2.5	10	-1	.	0	20
56. Cc1ccc(-c2cc(C(=O)N/N=C/c3ccc([N+](=O)[O-])o3)c3ccccc3n2)o1
 : 103	-20	12	2.7	-0.7	-6	1	.	0	7
57. O=C(Nc1ccccc1)C(=O)Nc1ccccn1
 : 95	-12	-5	-0.1	0.1	0	-14	-6	2	1
58. CC1=C(C)CC(C(=O)NC2CCN(C(C)C)CC2)C(C(=O)O)C1 (stereo not drawn)
 : 105	0	.	0.0	0.7	-1	5	.	4	6
59. COc1ccc2cc(-c3ccccc3)ncc2c1
 : 97	-27	-6	0.3	-1.4	-6	-10	-7	-2	-2
60. C/C(=C\C(=O)c1cccnc1)Nc1ccc(O)cc1
 : 100	-6	5	-0.1	-1.8	5	7	-4	-4	-2

(continued)
Order of values – ABCB6 inh MLPCN	H9c2 protect	Vif inh	aDG glyco up	MC4R barr agon	MC4R antagonist	Glyco luc inh	CaV13 FRET inh	m5-HT2A agonist	PDI turbidity
61. CCn1c(=N)n(CC(=O)c2cccc([N+](=O)[O-])c2)c2ccccc21
 : 105	-13	-10	0.5	-2.2	-9	4	-11	-1	-7
62. COc1ccc(C(=O)C[n+]2cccc(C(N)=O)c2)cc1
 : 98	1	-22	0.1	-0.9	6	4	-5	0	-3
63. CC1=NNC(=O)C(CC(=O)Nc2ccc(Cl)c(Cl)c2)C1 (stereo not drawn)
 : 96	2	-4	0.0	0.6	6	0	-3	4	-3
64. CCN(C(=O)CCS(=O)(=O)c1cccc2nonc12)c1ccc(C)c(C)c1
 : 99	3	-8	0.0	0.4	0	-2	-7	3	3
65. COc1ccccc1C1CC(=O)NC(C)=C1C(=O)OCC1CCCO1 (stereo not drawn)
 : 103	5	4	0.0	-0.2	10	5	0	-2	1
66. O=C(O)c1ccc(Oc2cccc([N+](=O)[O-])c2)cc1C(=O)O
 : 96	6	-5	-0.3	1.3	-2	4	-4	2	3
